ssDAF12 agonist – S. stercoralis DAF-12 nuclear receptor activators, primary screen, cell-based, luminescence, HEK293, GRIP1 co-expression, lit1-tk-luc. HEK293 ssDAF-12/GRIP1 lit1-tk-luc reporter; % of 3 µM dafachronic acid response. AID 652126, 2013. hit rate 1% among 370,000. activation, % at 6.8 µM. Nuclear hormone receptor DAF-12 (Strongyloides stercoralis);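 active = activation above the mean over all tested compounds plus 3 SD, cut at about 0.9% in these data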;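 also: 0% = DMSO-only wells and 100% = 3 µM delta7-dafachronic acid wells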
PLCb3 inh – human PLC-beta3 inhibitors, primary screen, biochemical, fluorescence; 1-phosphatidylinositol 4,5-bisphosphate phosphodiesterase beta-3 (Homo sapiens), Q01970; Purified PLC-beta3, fluorogenic substrate; inhibition, % at 12.2 µM; hit rate 0.18% among 370,000; AID 720704, 2013; in the data active = inhibition above about 11%;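 also: 0% = median of compound wells on plate and 100% = full blocker control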
Target sequence (Q01970 whole entry, looked up): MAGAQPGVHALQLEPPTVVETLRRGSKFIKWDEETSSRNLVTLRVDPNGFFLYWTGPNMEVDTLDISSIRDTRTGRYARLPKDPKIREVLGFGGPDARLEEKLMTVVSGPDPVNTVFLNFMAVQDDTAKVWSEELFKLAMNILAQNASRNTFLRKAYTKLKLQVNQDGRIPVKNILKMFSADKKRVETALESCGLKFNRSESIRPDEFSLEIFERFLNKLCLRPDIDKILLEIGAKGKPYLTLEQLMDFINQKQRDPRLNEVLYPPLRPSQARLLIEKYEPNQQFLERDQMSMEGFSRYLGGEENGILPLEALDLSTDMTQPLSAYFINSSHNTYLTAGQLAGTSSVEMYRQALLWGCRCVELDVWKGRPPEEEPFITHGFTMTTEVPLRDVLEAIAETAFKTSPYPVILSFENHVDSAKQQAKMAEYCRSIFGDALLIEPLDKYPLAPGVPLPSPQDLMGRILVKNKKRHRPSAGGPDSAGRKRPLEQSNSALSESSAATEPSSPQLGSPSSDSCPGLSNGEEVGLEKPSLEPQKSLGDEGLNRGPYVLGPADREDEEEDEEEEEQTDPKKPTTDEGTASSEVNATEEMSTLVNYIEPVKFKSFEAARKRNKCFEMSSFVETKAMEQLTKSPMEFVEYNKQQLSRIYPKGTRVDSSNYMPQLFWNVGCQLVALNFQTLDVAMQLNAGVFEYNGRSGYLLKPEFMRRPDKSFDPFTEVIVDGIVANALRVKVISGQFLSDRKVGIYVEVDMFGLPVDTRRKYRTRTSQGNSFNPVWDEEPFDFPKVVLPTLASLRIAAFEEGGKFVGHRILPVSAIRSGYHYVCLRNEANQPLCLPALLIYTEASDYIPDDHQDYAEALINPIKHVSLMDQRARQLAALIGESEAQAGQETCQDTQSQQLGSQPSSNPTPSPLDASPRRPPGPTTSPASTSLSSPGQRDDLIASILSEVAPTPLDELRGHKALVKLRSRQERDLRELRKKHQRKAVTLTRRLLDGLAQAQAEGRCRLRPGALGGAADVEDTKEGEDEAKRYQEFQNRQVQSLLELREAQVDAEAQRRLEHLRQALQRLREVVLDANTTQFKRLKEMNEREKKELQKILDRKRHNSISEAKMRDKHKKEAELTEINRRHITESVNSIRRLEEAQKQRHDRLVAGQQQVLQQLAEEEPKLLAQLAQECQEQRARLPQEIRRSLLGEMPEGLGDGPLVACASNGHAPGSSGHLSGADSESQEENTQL
ADAM17 inh – ADAM17 inhibitors, primary screen, biochemical, QFRET; recombinant ADAM17, EDANS/DABCYL FRET peptide cleavage; inhibition, % at 6.95 µM; hit rate 0.83% among 370,000; AID 720648, 2013;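 active = inhibition above the mean of compounds lying between control limits plus 3 SD, set per campaign, cut at about 8.5% in these data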;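 also: 0% = DMSO-only wells as the low control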
DAX1 inh-1 – DAX1 (NR0B1) inhibitors on StAR promoter, primary screen, cell-based, luminescence, SF-1 (NR5A1), full-length DAX-1. inhibition, % at 6.8 µM. AID 652010, 2013. hit rate 1.1% among 370,000. HEK293T StAR-luciferase reporter, SF-1/DAX-1 repression relief;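 active = inhibition above the mean over all tested compounds plus 3 SD, cut at about 3.6% in these data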;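 also: 0% = DAX-1 cells with DMSO and 100% = cells lacking DAX-1 with DMSO; higher inhibition means more luminescence from relief of DAX-1 repression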
MBD2 inh – inhibitors of MBD2 binding to methylated DNA, primary screen, biochemical, TR-FRET, DNA-binding domain, human. Methyl-CpG-binding domain protein 2 (Homo sapiens), Q9UBB5. MBD2 binding to methylated oligonucleotide. inhibition, % at 4.4 µM. hit rate 0.31% among 370,000. AID 686964, 2013; in the data active = inhibition above about 13%
SMARCA2 act – SMARCA2 (BRM) function activators, primary screen, cell-based, luminescence, high throughput; MG213 cells, MMTV-luciferase reporter, dexamethasone, overnight; activation, % at 9.1 µM; hit rate 1% among 370,000; in the data active = activation above about 7.8%;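 also: 0% = vehicle wells and 100% = reference activator wells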
Rev-erbA mod – modulators of Rev-erb alpha DNA binding, primary screen, biochemical, FITC-DNA, fluorescence polarization, uHTS; AID 1259318, 2017; activity, % at 10 µM; hit rate 0.79% among 370,000; Rev-erbα–FITC-DNA binding, 90 min;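 active = activity above about 14%, limit read from the data; passing the limit was not always enough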;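 also: 0% = DMSO wells with 35 nM protein and 100% = DMSO wells with 750 nM protein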
DAX1 inh-2 – DAX1 (NR0B1) inhibitors, primary screen, cell-based, HEK293, Gal4-DAX1, luciferase luminescence; HEK293 Gal4-DAX1 luciferase reporter; hit rate 0.99% among 340,000; inhibition, % at 6.75 µM; AID 504766, 2011; Nuclear receptor subfamily 0 group B member 1 (Homo sapiens), P51843;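 active = inhibition above the mean over all tested compounds plus 3 SD, cut at about 4.2% in these data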;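 also: 0% = DAX1-transfected cells with DMSO and 100% = empty-vector control cells with DMSO; inhibition shows as a rise in luminescence from relieved DAX1 repression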
hgDAF12 agonist – H. glycines DAF-12 receptor agonists, primary screen, cell-based, luminescence, HEK293, GAL4 fusion, UAS-luciferase; Nuclear hormone receptor DAF-12 (Heterodera glycines), GAL4 fusion; HEK293 GAL4-hgDAF12 UAS-luciferase reporter, agonist luminescence; normalized to butyrate control; activation, % at 6.8 µM; hit rate 1.8% among 370,000;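 active = activation above a cutoff set at the mean of all screened compounds plus 3 SD, cut at about 10% in these data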;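 also: 0% = DMSO wells and 100% = sodium butyrate wells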
hcDAF12 agonist – H. contortus DAF-12 nuclear receptor activators, primary screen, cell-based, luminescence, HEK293, lit1-tk-luc reporter; activation, % at 6.8 µM; HEK293 hcDAF-12 lit1-tk-luc reporter; 0% DMSO, 100% Δ7-dafachronic acid; hit rate 1.4% among 370,000;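 active = activation above the mean of all tested compounds plus 3 SD, cut at about 5.5% in these data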;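 also: 100% = response to 3 µM Δ7-dafachronic acid high control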
PLCg1 inh – PLC-gamma1 enzyme inhibitors, primary screen, biochemical, fluorescence, purified enzyme; 1-phosphatidylinositol 4,5-bisphosphate phosphodiesterase gamma-1 (Homo sapiens), P19174; inhibition, % at 12.2 µM; fluorogenic substrate; hit rate 0.84% among 370,000; in the data active = inhibition above about 9.5%
* = called active by the depositor; nt = no result given.

smiles	hgDAF12 agonist	DAX1 inh-2	PLCb3 inh	PLCg1 inh	hcDAF12 agonist	DAX1 inh-1	SMARCA2 act	Rev-erbA mod	MBD2 inh	ADAM17 inh	ssDAF12 agonist
CCOC(=O)C1CCN(CC(O)COC(CC)c2ccccc2)CC1 (stereo not drawn)	-0.9	-0.2	-4.6	1.2	-0.2	-1.7	-0.5	6.7	1.6	2.4	-1.4
O=C(OC1CSc2nc3ccccc3n2C1)c1ccco1 (stereo not drawn)	0.0	-1.5	3.6	1.9	-0.7	-0.1	2.3	-0.9	-3.3	-0.4	-1.4
CC(O)(c1ccccc1)c1nc(-c2csc3ccccc23)cs1 (stereo not drawn)	-0.9	nt	6.7	3.6	-0.7	-1.1	-1.2	8.0	0.1	7.5	-1.2
COc1ccc(NC(=O)CCOc2ccccc2)cc1	3.6	1.2	0.7	0.1	1.0	2.1	6.9	-3.8	-4.5	-2.7	-0.4
Cc1[nH]c2ccccc2c1/C=N/NC(=O)c1cc(-c2ccccc2)n[nH]1	-2.4	nt	-20.1	-8.1	-1.3	-0.9	-4.0	-9.6	3.5	-1.9	-1.3
O=C(COc1ccccc1Cl)NCCNC(=O)c1cccnc1	-0.1	0.0	-1.2	-0.4	0.3	-0.5	-3.4	-0.4	3.0	-1.6	-1.0
COC(=O)c1cnc(Nc2nc(C(N)COCc3ccccc3)cs2)nc1C(F)(F)F (stereo not drawn)	4.5	nt	2.2	5.8	-0.2	0.8	-2.0	-4.6	-4.3	4.8	-1.2
Cc1cc(C)c(NC(=O)CS(=O)CC(=O)Nc2ccc(N3CCOCC3)cc2)c(C)c1 (stereo not drawn)	-0.7	0.3	-7.9	-0.3	-0.2	-0.1	-3.9	-2.8	4.5	-4.5	-1.2
CCOC(=O)Nc1sc(C)nc1-c1ccccc1	-3.2	-0.2	-1.4	-0.7	1.5	0.5	0.7	-3.9	-2.5	-3.2	-0.9
COc1ccc(CN2C(=O)C(CC(=O)NCCN3CCOCC3)CC(C(=O)N(C(C)C)C(C)C)=C2C)cc1 (stereo not drawn)	-1.4	-0.4	1.4	1.4	-1.7	0.2	3.5	-4.2	0.8	-1.3	-1.1
CC(=O)Nc1cc(NC(C)=O)c(CC(C)C)s1	0.4	-0.6	3.4	0.2	1.3	-0.8	1.1	3.4	0.2	-2.4	-0.9
Cc1ccc(NC(=O)Cc2cccc(OC(F)F)c2)c(S(=O)(=O)N2CCOCC2)c1	-0.3	nt	2.7	5.6	-0.6	-1.0	-6.4	-7.5	-5.2	-2.3	-1.6
O=C(NC1CCCCN(Cc2ccc(Cl)cc2)C1=O)c1cccc([N+](=O)[O-])c1 (stereo not drawn)	0.1	nt	-1.4	-0.9	-2.5	-1.2	-3.5	1.8	-3.0	-3.1	-1.5
Cc1cccc(N2CCN(c3ccc(C(N)=O)cc3[N+](=O)[O-])CC2)c1C	0.1	3.2	2.4	0.5	-1.5	-0.1	0.9	-2.4	-1.8	-2.4	-1.1
O=C(CN1C(=O)c2ccccc2C1=O)Nc1nc(-c2cccc([N+](=O)[O-])c2)cs1	1.4	nt	3.9	2.8	0.1	0.5	0.9	1.7	-3.6	-3.2	-0.8
c1ccc(-n2ncc3c(NCC4CCCO4)ncnc32)cc1 (stereo not drawn)	8.8	1.4	0.2	-2.5	0.9	1.6	0.1	-0.1	-1.4	-4.6	0.0
CSCCC(NC(=O)C12CC3CC(CC(C3)C1)C2)C(=O)OCC(=O)c1ccc(C)cc1 (stereo not drawn)	-1.8	-0.6	-25.5	10.6*	-1.5	0.3	-6.0	-5.3	-5.5	3.1	-1.1
COc1ccc(/C=C/C(=O)OCC(=O)Nc2ccc(S(N)(=O)=O)cc2)cc1OC	0.6	-0.2	-162.4	-102.8	-0.8	0.0	-4.5	-3.0	-2.1	-82.8	-2.4
Cc1cc(NC(=O)C(C)SCC(=O)Nc2cccc(S(=O)(=O)N3CCCCCC3)c2)no1 (stereo not drawn)	-2.2	-0.6	0.2	3.2	-2.3	0.0	-4.5	-0.9	4.3	3.0	-1.2
CCN(CC)S(=O)(=O)c1ccc2c(c1)[nH]c(=S)n2CC	-1.2	1.6	0.6	-0.2	0.3	-0.7	-0.5	-3.2	2.9	4.0	-1.1
O=C(COC(=O)C1=COCCO1)Nc1ccc2c(c1)OCO2	2.1	1.2	-0.1	-4.1	-1.6	0.0	-1.5	-3.0	3.9	1.3	-0.6
Cc1ccsc1CCNC(=O)C1CCC(=O)N(CCc2cccc(F)c2)C1 (stereo not drawn)	6.6	1.3	-1.5	3.3	1.7	2.9	4.4	3.9	2.5	0.6	-0.4
CN(CC(=O)Nc1ccc(Cl)cc1)C(=O)c1cccc(S(=O)(=O)N(C)C)c1	-1.1	-1.4	4.8	2.6	-2.3	-0.2	-1.1	-5.8	-3.9	-2.8	-1.1
Cc1cc(-n2c(C)cc(C(=O)COc3ccc(Cl)cc3C(N)=O)c2C)no1	-0.9	-0.1	-12.7	-8.3	-0.2	-0.2	-3.6	0.7	-4.0	-9.4	-0.8
OCCC1CN(Cc2nc3ccccc3s2)CCN1C1CCCC1 (stereo not drawn)	-3.5	0.4	-4.5	4.0	0.9	-0.1	0.8	0.7	3.8	-0.2	-0.8
COc1cccc(CN(C)CC(=O)Nc2ccccc2C(=O)Nc2ccccc2)c1OC	-1.3	0.1	-4.2	4.2	0.6	-0.5	2.6	-3.2	-5.5	1.8	-1.6
COc1ccccc1-c1nnc2n1N=C(c1ccc3c(c1)OCO3)CS2	-2.9	nt	4.1	1.6	-4.5	4.7*	2.6	-0.9	-4.7	1.6	-1.2
Cc1nn(C)c(N)c1-c1ccccc1	-4.2	0.3	-9.2	0.7	-1.3	0.2	-4.7	-3.5	-2.3	-2.5	-2.1
CC(=O)Nc1ccccc1-c1nc2cc(C#N)c(C#N)cc2[nH]c1=O	0.2	0.8	-27.5	-14.8	3.1	0.8	1.6	14.1	-5.6	-11.8	-0.5
COc1ccc(Cn2ccc3ccc(-c4ccc5ccn(C(=O)C6CCCCC6)c5c4)cc32)cc1	3.4	nt	-88.0	-67.4	0.2	-0.7	0.4	16.0	-2.0	-10.2	-1.1
CCCNC(=O)C1(C)CCN(C(=O)c2cccnc2Oc2ccccc2)C1 (stereo not drawn)	2.3	nt	-0.1	1.2	-0.8	1.4	-8.6	5.4	7.9	-5.6	-1.3
CCOC(=O)N1C(=O)NC(=O)C1c1ccc(OC)cc1 (stereo not drawn)	-1.5	1.3	1.3	0.2	1.9	0.5	4.8	-8.4	1.4	0.2	-1.1
Cc1ccc(C(=O)CSc2nnc(C3CC3)n2C2CC2)s1	5.7	1.6	-7.5	1.1	3.1	1.1	1.7	-0.9	0.9	-3.2	-0.8
CCNC(=S)N(CCc1c(C)[nH]c2ccc(C)cc12)Cc1cc(OC)c(OC)c(OC)c1	0.7	-0.2	-0.9	-0.7	-0.8	-1.1	-1.2	-1.5	-3.2	1.8	-1.3
CCCCS(=O)(=O)N1CCCC(C(=O)Nc2ccc3c(c2)CCC3)C1 (stereo not drawn)	-2.0	-0.8	-8.9	-1.9	-0.4	0.7	-2.5	3.2	-3.8	-4.3	-0.1
O=c1nc(SCc2ccc(Cl)cc2)nc(-c2ccccc2)[nH]1	2.3	-2.4	-9.8	1.4	0.6	-0.4	-3.0	-3.1	-3.5	-4.7	-0.6
CC(C)C[C@H](NC(=O)[C@@H]1Cc2c([nH]c3ccccc23)C2c3ccccc3C(=O)N21)C(=O)N1CCC[C@@H]1C(=O)O (stereo partly drawn)	0.1	1.1	-36.4	-25.9	1.9	0.0	2.4	3.0	1.9	-17.8	0.0
Cc1nnc(NC(=O)CC(NC(=O)C(F)(F)F)c2ccccc2)s1 (stereo not drawn)	-0.2	0.7	1.9	3.6	-0.2	0.1	-0.1	-4.7	-4.5	0.5	-1.2
COCCN(C(=O)CCC(=O)Nc1ccccn1)C(C(=O)NCCC(C)C)c1ccc(F)cc1 (stereo not drawn)	0.2	1.2	0.7	0.5	0.7	-0.3	-1.9	-0.3	-4.5	-0.5	-1.4
CCCCOC(=O)Nc1sc2c(c1C(=O)OC)CCC2	4.9	0.2	-6.2	2.0	-0.5	1.4	-3.0	4.5	4.5	6.3	-1.1
CC(/C=N/NC(=O)c1ccccc1F)=C\c1ccccc1	12.2*	1.0	-4.0	-1.0	4.5	9.2*	3.4	0.4	1.6	1.0	-0.5
O=C(O)c1cccc(N2C(=O)c3cccc4cccc(c34)C2=O)c1	0.5	3.9	-5.8	3.6	-0.1	0.3	-1.3	0.3	-3.2	-11.6	-0.9
CSc1ccc(CN(C)CC(=O)Nc2ccc(C)cc2Br)cc1	-0.9	0.6	1.9	-0.7	2.3	-0.7	-1.4	3.9	4.0	2.5	-1.5
COc1ccc(CNC(=O)CS(=O)CC(=O)O)cc1OC (stereo not drawn)	0.9	1.1	4.5	1.4	0.5	0.9	0.9	-8.6	-4.6	0.9	-0.5
CCOC(=O)N1CCC(NC(=O)c2ccc3snnc3c2)CC1	0.1	1.1	2.7	0.7	0.6	0.0	-0.2	1.4	4.3	-2.2	-0.7
Cc1cccc(-c2noc(CN(C)C(=O)c3ccc4c(c3)OCO4)n2)c1	1.0	0.5	-4.9	5.3	-0.1	0.2	-0.2	2.0	-6.2	3.7	-0.8
COc1ccc(C(=O)NC2CCC(O)CC2)cc1S(=O)(=O)NCc1ccc(Cl)cc1 (stereo not drawn)	0.7	-0.4	-2.4	-1.6	-1.5	-1.0	-2.6	-0.6	0.5	-2.4	-1.5
O=C(CN1C(=O)C(=O)N(C2CCCC2)C1=O)Nc1ccc(F)cc1F	0.4	-0.5	-4.3	-1.7	0.4	0.8	-2.1	-0.8	2.2	-1.2	-0.8
O=[N+]([O-])c1ccccc1S(=O)(=O)Oc1ccccc1/C=N/n1cnnc1	-1.4	-1.2	0.3	-1.4	-3.5	-0.7	-2.2	1.3	2.3	-3.5	-2.0
